Screening data deposited in PubChem by several laboratories.
PLCb3 inh = blocks human PLC-beta3 enzyme activity | Q01970 | 370,000 compounds, 0.18% hits | Purified PLC-beta3, fluorogenic substrate, fluorescence | inhibition, % at 12.2 µM; in the data active = inhibition above about 11%;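 note: 0% = median of compound wells on plate and 100% = full blocker control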
hcDAF-12 act = activators of H. contortus DAF-12 nuclear receptor; 370,000 compounds, 1.4% hits; activation, % at 6.8 µM; HEK293 hcDAF-12 lit1-tk-luc reporter, luminescence; 0% DMSO, 100% Δ7-dafachronic acid;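 active = activation above the mean of all tested compounds plus 3 SD, cut at about 5.5% in these data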;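 note: 100% = response to 3 µM Δ7-dafachronic acid high control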
hgDAF12 agonist = activates the H. glycines DAF-12 receptor ligand-binding domain | 370,000 compounds, 1.8% hits | HEK293 GAL4-hgDAF12 UAS-luciferase reporter, agonist luminescence; normalized to butyrate control | AID 687014 | activation, % at 6.8 µM;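 active = activation above a cutoff set at the mean of all screened compounds plus 3 SD, cut at about 10% in these data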;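 note: 0% = DMSO wells and 100% = sodium butyrate wells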
ssDAF12 agonist = activates DAF-12 receptor from parasite S. stercoralis; HEK293 ssDAF-12/GRIP1 lit1-tk-luc reporter, luminescence; % of 3 µM dafachronic acid response; AID 652126; activation, % at 6.8 µM; 370,000 compounds, 1% hits;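 active = activation above the mean over all tested compounds plus 3 SD, cut at about 0.9% in these data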;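 note: 0% = DMSO-only wells and 100% = 3 µM delta7-dafachronic acid wells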
SMARCA2 activ = activators of SMARCA2 function; MG213 cells, MMTV-luciferase reporter, dexamethasone, overnight; activation, % at 9.1 µM; 370,000 compounds, 1% hits; in the data active = activation above about 7.8%;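 note: 0% = vehicle wells and 100% = reference activator wells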
Rev-erbA mod = modulates human Rev-erb alpha binding to DNA | Rev-erbα–FITC-DNA binding, fluorescence polarization, 90 min | activity, % at 10 µM | 370,000 compounds, 0.79% hits | AID 1259318;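 active = activity above about 14%, limit read from the data; passing the limit was not always enough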;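 note: 0% = DMSO wells with 35 nM protein and 100% = DMSO wells with 750 nM protein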
DAX1 inh-1 = blocks DAX1 repression of SF-1 activated StAR promoter; HEK293T StAR-luciferase reporter, SF-1/DAX-1 repression relief; inhibition, % at 6.8 µM; 370,000 compounds, 1.1% hits; AID 652010;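 active = inhibition above the mean over all tested compounds plus 3 SD, cut at about 3.6% in these data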;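 note: 0% = DAX-1 cells with DMSO and 100% = cells lacking DAX-1 with DMSO; higher inhibition means more luminescence from relief of DAX-1 repression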
PG9 binder = binds the HIV-1 gp120 antibody PG9. TR-FRET gp120-PG9 antibody binding. inhibition, % at 6.7 µM. 360,000 compounds, 0.43% hits; in the data active = inhibition above about 8.5%
HGIII-sPLA2 inh = Inhibits HGIII-sPLA2 liposome hydrolysis, primary screen; QFRET BODIPY PC-A2 liposome hydrolysis, fluorescence; inhibition, % at 12.2 µM; Q9NZ20; 370,000 compounds, 0.56% hits;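 active = inhibition above mean plus 3 SD of compounds lying within the high and low control bounds, cut at about 19% in these data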;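 note: 0% = median of test compound wells and 100% = no enzyme DMSO wells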
Target sequence (Q9NZ20 whole entry, looked up): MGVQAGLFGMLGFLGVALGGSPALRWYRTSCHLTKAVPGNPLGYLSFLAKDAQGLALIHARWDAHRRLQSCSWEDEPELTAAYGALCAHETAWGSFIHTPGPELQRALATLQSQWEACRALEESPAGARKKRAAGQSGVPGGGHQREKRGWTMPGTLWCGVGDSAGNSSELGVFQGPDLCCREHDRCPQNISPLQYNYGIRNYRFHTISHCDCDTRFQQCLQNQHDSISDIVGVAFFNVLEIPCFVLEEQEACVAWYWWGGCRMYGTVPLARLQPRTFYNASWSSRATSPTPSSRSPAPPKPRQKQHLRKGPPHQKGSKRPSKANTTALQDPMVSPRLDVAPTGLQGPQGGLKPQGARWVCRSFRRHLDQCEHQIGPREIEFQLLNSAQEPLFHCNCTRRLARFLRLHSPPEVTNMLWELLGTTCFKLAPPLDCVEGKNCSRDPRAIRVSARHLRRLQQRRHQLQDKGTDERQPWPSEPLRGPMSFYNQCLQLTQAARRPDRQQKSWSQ
GAA850 FXN act = increases GAA850 frataxin promoter reporter activity | HEK293 lucGAA850 FXN promoter luciferase reporter, 24 h; percent of 10 µM SAHA response | activation, % at 6 µM | 360,000 compounds, 0.56% hits;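 active = activation above the average of all compounds screened plus 3 SD, cutoff fixed separately per campaign, cut at about 7.5% in these data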;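 note: 0% = DMSO wells and 100% = 10 µM SAHA wells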
DAX1 inh-2 = inhibits human nuclear receptor DAX1; P51843; HEK293 Gal4-DAX1 luciferase reporter, luminescence; inhibition, % at 6.75 µM; 340,000 compounds, 0.99% hits; AID 504766;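 active = inhibition above the mean over all tested compounds plus 3 SD, cut at about 4.2% in these data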;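 note: 0% = DAX1-transfected cells with DMSO and 100% = empty-vector control cells with DMSO; inhibition shows as a rise in luminescence from relieved DAX1 repression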
Target sequence (P51843 207-470 limits assumed): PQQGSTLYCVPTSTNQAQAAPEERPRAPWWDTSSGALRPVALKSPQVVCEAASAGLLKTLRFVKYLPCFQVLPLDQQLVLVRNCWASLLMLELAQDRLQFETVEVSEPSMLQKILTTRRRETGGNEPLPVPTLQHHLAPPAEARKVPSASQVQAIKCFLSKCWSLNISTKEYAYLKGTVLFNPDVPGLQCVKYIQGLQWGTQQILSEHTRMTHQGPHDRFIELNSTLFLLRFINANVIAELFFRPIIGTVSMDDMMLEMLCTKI
Starred values were filed as active, the others as inactive; i = inactive; . = not tested or not shown.

smiles	DAX1 inh-1	Rev-erbA mod	DAX1 inh-2	PLCb3 inh	PG9 binder	hgDAF12 agonist	ssDAF12 agonist	SMARCA2 activ	GAA850 FXN act	HGIII-sPLA2 inh	hcDAF-12 act
Cc1cc2ncn(C(=O)c3ccc(F)cc3)c2cc1C	-0.3	0	-0.3	-6	0.4	1.0	-1.8	0	-0.4	-3	0.2
COc1cc(-c2cc(NC=O)c3ncc(-c4ccccc4)n3c2)cc(OC)c1OC	-1.1	-8	.	-32	0.8	-2.5	-1.1	-1	3.6	1	-2.5
CCN1CCN(c2ccc(S(=O)(=O)N3CCCCC3)cc2NC(=O)Cc2ccccc2F)CC1	1.1	7	0.8	-13	-0.9	-1.2	-1.3	-3	2.5	-11	-1.0
CC(C)(C)OC(=O)N1CCN(C(=O)c2[nH]cnc2C(=O)N[C@@H](Cc2ccccc2)C(=O)OCc2ccccc2)CC1	-0.1	-3	1.0	-1	-2.4	-0.5	-0.9	1	-1.7	-20	-0.5
COc1ccc2c(c1)[nH]c1c(=O)n(N)cnc12	0.8	-1	5.7*	0	2.2	0.8	0.8	-1	3.5	8	9.7*
CN(C)/C=C1\N=C(c2cccs2)OC1=O	-0.4	0	0.0	-3	-1.6	1.6	-1.5	0	2.3	3	0.7
O=C(O)c1ccsc1Cc1cccs1	1.4	1	0.2	1	-0.7	1.7	-0.3	0	1.5	-1	-0.3
CC1(C)CC(=O)c2cc3c(N)c(C(=O)NCc4ccccc4)sc3nc2C1	0.2	-5	-0.1	4	-1.5	-2.8	-1.6	-3	-0.7	4	0.5
Cc1occc1C(=O)N/N=C/c1ccc(Br)s1	1.8	4	2.4	2	-3.7	8.2	-0.4	7	4.1	2	0.8
COc1ccc(NC(=O)CSc2nnc(-c3cccs3)n2-c2ccccc2)cc1	0.0	25*	-1.2	1	22*	1.9	-1.2	-3	-1.2	-3	-1.3
COC(=O)N/N=C/c1ccc([N+](=O)[O-])o1	-0.1	-3	-2.1	-29	-3.7	-1.2	-1.2	-5	1.0	-2	-1.0
CCOC(=O)c1sc2nc3c(cc2c1N)COC(C)(CC)C3 (configuration not stated)	4.8*	-1	1.6	i	0.2	14*	0.4	1	3.5	-11	9.3*
CC(C)[C@H](NC(=O)OCc1ccccc1)C(=O)N[C@@H](Cc1ccccc1)C1(O)CN(C)C(C(=O)NCc2ccccn2)CO1 (some centres not stated)	.	-4	.	-1	.	-2.0	-1.6	.	.	-4	-0.9
CCOC(=O)C1(C)CCCN1C(=O)c1ccc(OC)c(F)c1 (configuration not stated)	0.2	1	.	1	1.3	3.6	-0.4	-1	-0.7	14	1.4
COc1nsnc1NS(=O)(=O)c1ccc(NC(=S)NC(=O)c2ccncc2)cc1	-0.2	-1	2.5	-5	-0.7	-0.7	-1.8	-1	-1.1	3	-1.1
O=C(NC1C=CS(=O)(=O)C1)c1sc2ccccc2c1Cl (configuration not stated)	-0.9	3	-1.3	3	-2.0	-4.0	-1.9	0	-6.3	-5	-1.1
O=c1[nH][nH]cc1C=Nc1ccccc1Cl	-0.3	1	0.8	2	-0.9	5.8	-1.5	1	2.3	1	-1.8
Cc1ccn(C(=O)c2cc3cc(Cl)ccc3oc2=O)n1	0.2	1	1.0	-13	-3.8	4.0	-0.8	-2	0.3	-2	-1.2
CN(c1ccccc1)S(=O)(=O)c1cccc(C(=O)OCC(=O)Nc2ccc3[nH]c(=O)[nH]c3c2)c1	-0.4	9	0.6	-2	-1.5	0.2	-1.2	-1	0.8	12	-1.6
CN1CCN(C(=O)c2ccc(COc3ccc(C(C)(C)C)cc3)o2)CC1	0.2	-3	-0.5	0	0.5	2.5	-1.1	4	1.6	-9	-0.2
CNC(=O)COC(=O)/C=C/c1c(C)nn(-c2ccccc2)c1C	-0.1	1	0.7	1	-2.8	1.3	-0.3	2	1.0	4	8.4*
COC(=O)c1ccc(N2NC(=O)/C(=C/c3ccc(OC)c(OC)c3)C2=O)cc1	0.1	2	0.4	-5	-1.0	-0.3	-0.9	0	2.5	-9	-0.4
CCC(=O)Oc1ccc(-c2cnc3ccccc3n2)cc1	2.5	1	1.5	-59	-0.2	11*	0.7	4	6.6	13	7.1*
CCOc1ccc(OCCOc2cccc(C(F)(F)F)c2)cc1	0.0	0	-0.3	-1	-2.0	-0.8	-0.7	0	-0.3	6	0.4
NS(=O)(=O)c1ccc(N2CCN(C(=O)C3COc4ccccc4O3)CC2)nc1 (configuration not stated)	-0.8	-6	0.8	-8	0.0	0.4	-0.6	-1	0.6	3	-0.7
COCCn1c(C)cc(C(=O)CSc2nc3ccccc3c(=O)n2Cc2ccco2)c1C	0.9	6	-0.5	0	0.6	10	0.3	4	4.9	-2	1.2
Cn1c(Cc2ccccc2)nnc1SCC(=O)NC1CCCC1	0.0	3	-0.8	-2	-0.1	-1.8	-1.0	-3	0.3	2	-0.5
CCC1NC(C(=O)O)Cc2c1[nH]c1ccccc21 (configuration not stated)	-0.1	0	1.2	-445	-1.9	1.0	-0.4	1	-0.1	-5	3.6
Cc1cc(C(=O)CSc2nc3ccccc3n2C)c(C)n1C	-0.4	-7	1.0	-2	0.5	2.3	-1.2	2	3.4	3	-2.3
CCOC(=O)c1ccccc1NC(=O)COC(=O)CCNS(=O)(=O)c1cccs1	0.3	14	1.0	-1	-1.9	0.1	-0.6	0	1.6	-10	-1.3

Two compounds picked at random from the list so far:
smiles	DAX1 inh-1	Rev-erbA mod	DAX1 inh-2	PLCb3 inh	PG9 binder	hgDAF12 agonist	ssDAF12 agonist	SMARCA2 activ	GAA850 FXN act	HGIII-sPLA2 inh	hcDAF-12 act
O=C(NC1C=CS(=O)(=O)C1)c1sc2ccccc2c1Cl (configuration not stated)	-0.9	3	-1.3	3	-2.0	-4.0	-1.9	0	-6.3	-5	-1.1
COC(=O)N/N=C/c1ccc([N+](=O)[O-])o1	-0.1	-3	-2.1	-29	-3.7	-1.2	-1.2	-5	1.0	-2	-1.0

Complete entries, quoted from the list:
`NS(=O)(=O)c1ccc(N2CCN(C(=O)C3COc4ccccc4O3)CC2)nc1` (configuration not stated) is listed as DAX1 inh-1 = -0.8; Rev-erbA mod = -6; DAX1 inh-2 = 0.8; PLCb3 inh = -8; PG9 binder = 0.0; hgDAF12 agonist = 0.4; ssDAF12 agonist = -0.6; SMARCA2 activ = -1; GAA850 FXN act = 0.6; HGIII-sPLA2 inh = 3; hcDAF-12 act = -0.7
`COC(=O)c1ccc(N2NC(=O)/C(=C/c3ccc(OC)c(OC)c3)C2=O)cc1` is listed as DAX1 inh-1 = 0.1; Rev-erbA mod = 2; DAX1 inh-2 = 0.4; PLCb3 inh = -5; PG9 binder = -1.0; hgDAF12 agonist = -0.3; ssDAF12 agonist = -0.9; SMARCA2 activ = 0; GAA850 FXN act = 2.5; HGIII-sPLA2 inh = -9; hcDAF-12 act = -0.4

Other records follow:
smiles	DAX1 inh-1	Rev-erbA mod	DAX1 inh-2	PLCb3 inh	PG9 binder	hgDAF12 agonist	ssDAF12 agonist	SMARCA2 activ	GAA850 FXN act	HGIII-sPLA2 inh	hcDAF-12 act
CCOC(=O)c1cc2sc(C)cc2n1CC(=O)Nc1ccc2c(c1)OCCO2	-1.4	3	0.2	-1	0.6	0.6	-0.8	-1	-6.2	-6	0.6
COc1ccc(C2C(C(C)=O)=C(O)C(=O)N2C)c(OC)c1 (configuration not stated)	0.3	-4	0.9	0	-2.7	-0.2	-0.9	-1	-1.1	-14	-1.6
Cc1ccccc1OCC(=O)N1CCC2(CC1)CC(=O)c1ccccc1O2	1.7	-8	0.0	-24	0.1	-2.8	-1.5	2	-0.8	1	-3.4
O=C(/C=C/c1ccc(F)cc1)Nc1cc(S(=O)(=O)N2CCOCC2)ccc1N1CCCC1	0.0	-3	0.0	-7	-1.8	2.6	-1.3	-1	-3.7	0	-2.1
C#CCN(C[C@@H]1[C@@H](OC(=O)NCC2CCCCC2)[C@@H](OC(=O)NCC2CCCCC2)CN(C(=O)OC(C)C)N1C(=O)OC(C)C)S(=O)(=O)c1ccc(C)cc1	-0.5	-5	0.6	2	0.2	1.6	-0.5	-3	0.9	-3	0.7
O=C(COc1ccc(Cl)cc1)Nc1ccc(NC(=O)c2ccco2)cc1	-0.2	-7	1.1	-10	-2.3	-0.4	-1.3	-5	0.8	9	3.5
CCC1(C)Cc2ccccc2-c2[nH]c(=S)[nH]c(=O)c21 (configuration not stated)	-0.1	-1	-0.6	-14	32*	0.6	-1.1	-2	2.9	12	-1.2
COc1ccccc1NC(=O)CCn1c(=S)oc2ccccc21	-0.4	3	1.8	-1	-1.0	-1.7	-1.5	1	2.2	1	0.1
C/C(Cl)=C\COc1cc(C)nc2c(Br)cccc12	-0.1	4	-0.5	3	4.5	-1.6	-1.3	0	2.1	-4	0.9
O=C(O)c1ccccc1C(=O)c1ccc(N2CCCC2)c([N+](=O)[O-])c1	0.9	-2	-0.1	8	-2.6	6.2	-0.1	-1	-0.1	-7	-0.8
O=C(CSc1nc2c(cnn2-c2ccc(F)cc2)c(=O)[nH]1)Nc1nccs1	0.2	1	0.4	-4	-0.3	-0.1	-1.0	-3	-2.3	3	-1.1
Cc1cc(C)n2nc(C(=O)N(C)c3c(N)n(Cc4ccccc4)c(=O)[nH]c3=O)nc2n1	-0.4	2	1.8	-2	-0.6	-1.4	-0.3	-4	1.6	10	0.1
CC(C)CN1C(=O)N2Cc3ccccc3C2CS1(=O)=O (configuration not stated)	0.3	-2	.	0	.	8.4	0.2	-4	.	0	-1.2
Cc1ccc(CNC(=O)[C@H](Cc2ccccc2)NC(=O)c2ccco2)cc1	0.0	-7	-0.3	-4	3.1	-1.5	-1.0	1	-1.6	9	-1.4
COC(CNC(=O)[C@H](Cc1ccccc1)NCC(=O)NC1CCCCC1)OC	.	0	.	2	.	0.3	-1.7	.	.	8	1.4
COc1ccc(C2=NOC(C(=O)Nc3cccnc3Cl)C2)cc1 (configuration not stated)	-0.3	7	-1.3	3	-0.3	-4.6	-0.8	1	0.7	2	-2.1
COC(=O)c1ccc(CSc2nc3ccccc3c(=O)n2Cc2ccco2)o1	-1.6	3	-1.7	0	-1.1	2.8	-1.9	-4	4.9	-5	-4.7
CC(C)C[C@@H](CN1CCC[C@H]1CN1C(=O)C(=O)NC[C@@H]1Cc1ccc(O)cc1)N1C[C@H](Cc2ccc(O)cc2)N(CC2CCCCC2)C(=O)C1=O	0.5	-10	.	-2	0.4	-1.1	-0.5	-2	.	-24	0.7
Cc1cc(C(=O)OCC(=O)Nc2c(Cl)cccc2C(F)(F)F)c(C)o1	0.9	2	1.0	-6	1.2	-0.5	-0.3	0	-0.2	2	-0.4
Cc1ccc(C(=O)N2CCN(c3ccc(C(F)(F)F)cn3)CC2)o1	-1.5	-7	-0.9	-8	-1.3	-2.0	-1.5	-2	1.3	7	-2.3
COc1cc(NC(=O)c2ccccc2)c(OC)cc1NC(=O)CN1C(=O)NC2(CCCCC2C)C1=O (configuration not stated)	-0.9	-4	-0.1	-6	-0.3	-3.9	-0.8	-2	2.0	-10	-0.1
Cc1ccsc1C(=O)N[C@@H](C)c1nnc2ccccn12	-0.3	-5	0.3	-2	-0.7	5.2	-1.2	3	-0.4	-2	-1.5
